PV pol inh – poliovirus RdRp elongation inhibitors, primary screen, biochemical, fluorescence polarization, total intensity. Genome polyprotein (Poliovirus type 1 (strain Mahoney)), P03300. hit rate 0.66% among 150,000. poliovirus polymerase elongation; stronger effect = lower value. % elongation, % (compound at 16.7 µg/mL). AID 588519, 2011; in the data active means % elongation below about 90%; further: some results filed as inactive read as strong as hits
Target sequence (P03300 1749-2209 limits assumed): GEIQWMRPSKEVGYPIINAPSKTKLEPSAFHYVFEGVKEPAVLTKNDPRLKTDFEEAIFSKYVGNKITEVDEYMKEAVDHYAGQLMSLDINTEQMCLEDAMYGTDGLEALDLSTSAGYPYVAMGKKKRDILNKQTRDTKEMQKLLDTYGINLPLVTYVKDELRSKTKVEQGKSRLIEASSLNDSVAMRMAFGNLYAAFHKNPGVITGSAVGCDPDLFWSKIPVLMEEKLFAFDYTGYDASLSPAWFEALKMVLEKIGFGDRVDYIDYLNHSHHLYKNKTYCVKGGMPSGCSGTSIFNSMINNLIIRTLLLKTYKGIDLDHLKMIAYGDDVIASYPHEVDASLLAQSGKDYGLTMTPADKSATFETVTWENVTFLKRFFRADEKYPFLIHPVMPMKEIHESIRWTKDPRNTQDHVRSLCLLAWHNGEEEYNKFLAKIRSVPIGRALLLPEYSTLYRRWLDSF
PV pol inh FP z-score – recorded beside PV pol inh, whose call it bears; z-score; measured here: FP z-score; hits read low
Starred values were filed as active, the others as inactive; & = joins results of further samples.

Each structure is followed by: PV pol inh FP z-score	PV pol inh
- Nc1ccc2c(c1)ncn2CCO
  -0.4	100.0
- COc1ccc(OCC(O)CNC(=O)C2CCN(c3nccc(C(F)(F)F)n3)CC2)cc1 (stereo unspecified)
  0	102.0
- CC(C)(C)CC(=O)NCc1ccc(F)cc1
  0.2	101.0
- CCC(Sc1nncn2c1cc1oc(C)cc12)C(=O)NCc1ccc(C)cc1 (stereo unspecified)
  0.1	102.0
- O=c1[nH]c2nonc2nc1Nc1ccccc1
  -0.1	99.0
- Cn1c(Cc2nc(-c3cnccn3)no2)nnc1SCC(=O)Nc1ccc(Cl)cc1
  0.3	105.0
- COc1ccc(C2(C(=O)NCCc3ccccc3)CCCC2)cc1OC
  -0.1	102.0
- CCOC(=O)c1c(NC(=O)c2cc(=O)c3cc(Cl)ccc3o2)sc(C)c1C
  1	113.0
- COc1ccccc1N1CCN(C2Sc3ccccc3NC2=O)CC1 (stereo unspecified)
  -0.7	93.0
- Cc1cc(C)cc(NC(=O)CN(C)S(=O)(=O)c2ccc3c(c2)CCC(=O)N3)c1
  0.9	108.0
- Cc1ccc(C(=O)Nc2ccccc2C(=O)NCc2ccco2)cc1
  -0.3	100.0
- CCOc1ccc([C@@H]2[C@H](C(=O)O)c3ccccc3C(=O)N2Cc2ccccc2)c(O)c1
  -4.6*	69.0*
- COc1cc2c(cc1OC)C(c1ccccc1)N(C(=O)COC(=O)C1=NNC(=O)CC1)CC2 (stereo unspecified)
  -0.2	103.0
- CC1CCCC(C)N1C(=O)COC(=O)c1ccccc1I (stereo unspecified)
  0.3	103.0
- NC(CO)CSCc1ccccc1 (stereo unspecified)
  0.5	102.0
- Cc1ccc(-c2csc3nc(C)n(-n4cccc4)c(=O)c23)o1
  0.5	103.0
- Cn1nnnc1SCCCNCc1ccccc1OCc1ccc(Cl)cc1
  0.4	108.0
- O=C1N=C(N2CCN(c3ccccc3)CC2)SC1Cc1ccccc1 (stereo unspecified)
  0.5	101.0
- N[C@H]1CONC1=O
  -0.2	99.0
- CN(CC(=O)Nc1ccccc1Br)c1ncnc2sccc12
  -0.2	101.0
- CCN(Cc1nc2ccccc2c(=O)[nH]1)C(=O)Nc1ccc(Cl)cc1
  0.5	107.0
- O=C(O)c1cccc(-c2ccc(/C=C3\Sc4ccccc4C3=O)o2)c1
  -4.9	74.0
- Cc1ccccc1-c1nnc(CN2CCCC2)o1
  -0.3	103.0
- Cc1cc(=O)oc2cc(NC(=O)c3ccc4c(c3)S(=O)(=O)N=C3CCCCCN34)ccc12
  0.2	111.0
- Nn1c(SCc2cc(=O)n3cc(Br)ccc3n2)nnc1C1CCCCC1
  -0.1	100.0
- Cc1ccc2c(c1)nnn2C1CCN(C(=O)c2ccccc2)CC1
  0.6	105.0
- CC(C)c1ccc(NC(=O)c2ccc(F)c(S(=O)(=O)N3CCc4ccccc43)c2)cc1
  1.2	114.0
- COc1cccc(CNS(=O)(=O)c2ccc3[nH]c(=O)ccc3c2)c1
  0.7	103.0
- COc1ccc(S(=O)(=O)c2cn(C)c3cc(N4CCCCC4)c(F)cc3c2=O)cc1
  -0.3	106.0
- CC(=O)NC1CC2CCC(C1)N2Cc1ccc(C)cc1 (stereo unspecified)
  0.1	102.0
- O=C(Nc1ccc(S(=O)C(F)(F)F)cc1)c1ccccn1 (stereo unspecified)
  0.2	102.0
- O=C(Nc1ccccc1)Nc1ccc(S(=O)(=O)Nc2ccc(F)cc2)cc1
  0.3	107.0
- O=c1c(=O)n(Cc2cccc(F)c2)ccn1Cc1ccccc1
  2	105.0
- CCn1c(C(=O)NCCc2ccccc2)cc2oc3ccccc3c21
  -0.5	102.0
- Cc1cccc(NC(=O)c2cc3c(C)nn(-c4ccccc4)c3s2)c1
  0.8	108.0
- O=C(CN1Cc2ccccc2C1=O)Nc1cc(F)ccc1F
  -0.1	107.0
- CCc1nnc(SCc2ccccc2)c2cc3occc3n12
  0	101.0
- C(=Nc1cccnc1)c1ccccc1
  0.4	103.0
- Clc1cccc(CNc2ccc3nnc(-c4ccccc4)n3n2)c1
  0.7	103.0
- Cc1cccc(OCc2nc(-c3ccccc3)no2)c1
  0.6	103.0
- COc1ccc(NC(=O)CCNS(=O)(=O)c2ccc3c(c2)CCN3C(=O)C2CC2)cc1Cl
  -1.1	102.0
- Cc1nsc(N)c1C(=O)OCc1c(F)cccc1Cl
  0.9	111.0
- CCN(CC)CC#CC1(O)CCCCC1
  0.1	102.0
- CN(Cc1nc(-c2ccccc2)no1)C(=O)c1ccccc1
  -0.4	101.0
- O=C1c2ccccc2-c2onc3ccc(N4CCOCC4)c1c23
  -2.8	93.0
- CNC(=O)c1cccc(Oc2ccccc2)c1
  -0.2	102.0
- O=C(CSc1ccccn1)NC1CCCC1
  0.1	102.0
- COc1ccc2c(CNCc3cccs3)c(C(=O)O)n(Cc3ccccc3)c2c1
  0.5	110.0
- CC1CN(C(=O)c2ccccc2)OC(c2ccc3c(c2)OCO3)O1 (stereo unspecified)
  0.3	107.0
- CCOc1ccc(CC(=O)Nc2c(C(=O)Nc3ccc(OC)cc3OC)oc3ccccc23)cc1
  1.3	108.0
- N#Cc1c(-n2ncnc2-c2cccc(Br)c2)sc2c1CCCCC2
  -0.2	103.0
- O=C1SC(=S)N/C1=C/c1cccc(O)c1
  -0.1	99.0
- COc1ccc(-c2nn(-c3ccc(C)cc3)c3c2cnc2ccc(C)cc23)cc1OC
  -0.7	106.0
- CN(CC(=O)Nc1ccc(N2CCOCC2)cc1)Cc1cc(=O)n2ccsc2n1
  -0.6	99.0
- O=C(Cc1ccccc1)NC1(C(=O)Nc2cccc(Cl)c2)CCCCC1
  0.3	107.0
- CCCCCNc1nc(C(C)C)c2c(c1C#N)CC(C)(C)OC2
  0.2	102.0
- COc1ccc(Nc2cc(C(=O)NCc3ccccc3)c3ccccc3n2)cc1OC
  1.2	113.0
- O=C1c2ccc(F)cc2C(=O)N1CCO
  -0.2	99.0
- CC(=O)N(CC(O)CN(C(C)=O)c1c(I)c(C(=O)NCC(O)CO)c(I)c(C(=O)NCC(O)CO)c1I)c1c(I)c(C(=O)NCC(O)CO)c(I)c(C(=O)NCC(O)CO)c1I (stereo unspecified)
  -0.1	99.0
- Nc1c(-c2nnnn2-c2ccccc2)cnc2ccccc12
  0.6	103.0

For convenience, two of the compounds above:
Each structure is followed by: PV pol inh FP z-score	PV pol inh
- CC1CN(C(=O)c2ccccc2)OC(c2ccc3c(c2)OCO3)O1 (stereo unspecified)
  0.3	107.0
- CCOc1ccc(CC(=O)Nc2c(C(=O)Nc3ccc(OC)cc3OC)oc3ccccc23)cc1
  1.3	108.0

The listing continues.
Each structure is followed by: PV pol inh FP z-score	PV pol inh
- COc1ccc(C(C(=O)NC2CCCC2)N(Cc2ccco2)C(=O)c2ccco2)cc1 (stereo unspecified)
  -1.1	98.0
- CC(C)(C)NC(=O)NC(=O)CN1CCC(Cc2ccccc2)CC1
  -0.1	101.0
- Cc1nnc(C)n1/N=C/C=C/c1ccccc1
  1	104.0
- CCOc1ccccc1NC(=O)CSc1cc(=O)n(CC)c2ccccc12
  0.9	110.0
- O=c1c2ccccc2c(/C=N/c2ccccn2)c(O)n1-c1ccccc1
  0&0.2	101.0&104.0
- COc1ccc(NS(=O)(=O)c2ccc(NC(=O)c3ccc(Br)o3)cc2)cc1
  0	100.0
- CN(C(=O)NC(=O)Nc1ccc(C=C(C#N)C#N)cc1)S(C)(=O)=O
  -0.5	95.0
- COc1ccc(NC(=O)c2cn3c4c(ccc(Cl)c4c2=O)OC(C)C3)cc1OC (stereo unspecified)
  -1.6	99.0
- Cn1nccc1C(=O)OCC(=O)c1ccccc1
  0.2	102.0
- COCCn1c(SCC(=O)c2ccccc2)nnc1-c1ccccc1
  -0.3	99.0
- Cc1ccc(CNC(=O)c2cc(S(=O)(=O)N3CCCCCC3)cn2C)cc1
  1.3	111.0
- Cc1ccc(NS(=O)(=O)c2cccc(C(=O)NC(C)(C)C)c2)c(C)c1
  0.9	104.0
- Cc1cccc2cc(CN(Cc3ccco3)C(=O)N3CCOCC3)c(Cl)nc12
  -0.3	101.0
- COc1ccc2c(c1)NC(c1ccc(F)cc1)=NC(c1ccc(F)cc1)=N2
  0.6	109.0
- O=C(O)CC(NC(=O)C(c1ccccc1)c1ccccc1)c1ccc(F)cc1 (stereo unspecified)
  0.1	103.0
- CCOC(=O)C1CCCN(C(=O)Cn2ncc3c(C)n(Cc4ccc(Cl)cc4)c(C)c3c2=O)C1 (stereo unspecified)
  -0.1	106.0
- Cc1cc(C)n2nc(C(=O)N3CCCSC3=Nc3ccccc3)nc2n1
  -0.8	97.0
- COc1ccc(CCn2c(NN)nc3ccsc3c2=O)cc1OC
  0	101.0
- O=C(OC1CCCCC1=O)c1cc2ccccc2[nH]1 (stereo unspecified)
  0	104.0
- CCCCCC(=O)Nc1ccc(N2CCN(c3ccc(C(F)(F)F)cn3)CC2)nc1
  -0.8	100.0
- O=C(NCC(c1ccc(Cl)cc1)N1CCCCC1)c1ccccc1F (stereo unspecified)
  0.8	111.0
- O=S(=O)(c1ccc(NCc2ccc3c(c2)OCO3)nc1)N1CCCC1
  -0.1	102.0
- CCCC(CCC)C(=O)Nc1cc(-c2cn3cccnc3n2)ccc1C
  0.3	102.0
- COc1ccc(NC(C)=O)cc1NC(C)C(=O)NCC1CCCCC1 (stereo unspecified)
  0.1	104.0
- CSc1ccc(C(=O)CCC(=O)O)cc1
  -0.7	99.0
- CCc1ccc2ncc3c(-c4ccc(F)cc4)nn(CC(=O)NCc4ccccc4)c3c2c1
  -0.7	103.0
- COc1ccc(Br)cc1CNC(=O)c1cc2c(=O)[nH]c3ccccc3c2n1C
  -0.9	99.0
- C=CCNC(=O)/C=C/c1cccs1
  0.2	103.0
- COc1cccc(/C=N/n2cnc3sc4c(c3c2=O)CCCC4)c1
  0.1	101.0
- Cn1c(SCCN2CCCC2)nnc1C1CCN(C(=O)Cc2cccc(Cl)c2)CC1
  -0.4	101.0
- Oc1c(C(Nc2cccc(Cl)c2)c2cccnc2)ccc2cccnc12 (stereo unspecified)
  0.2	103.0
- CCc1ccccc1S(=O)(=O)Cc1ccc(C(=O)NCCc2ccc(Cl)cc2)o1
  0.2	107.0
- COc1ccccc1C(=O)NCC1(N2CCN(C)CC2)CCCCC1
  0.3	108.0
- O=C(CCC(=O)c1ccc2c(c1)OCCO2)OCc1ncc(-c2ccccc2)o1
  0	104.0
- CCOC(=O)c1c(NC(=O)CN2C(=O)S/C(=C/c3ccc(F)cc3)C2=O)sc2c1CCCC2
  0.1	104.0
- COc1ccccc1OCC(=O)NCC1CCCCC1
  0.1	105.0
- COc1ccc(NC(=O)NCc2noc3ccc(C)cc23)c(OC)c1
  0	102.0
- Cc1ccc(NNC(=S)NC(C)C)c(C)c1
  0.1	104.0
- Clc1ccc(SCc2csc(-c3ccno3)n2)cc1
  -0.3	100.0
- CC1CCc2nc(NC(=O)COc3ccc(C(C)(C)C)cc3)sc2C1 (stereo unspecified)
  -0.3	103.0

By substructure, the entries above containing a tert-butyl group (4)
Each structure is followed by: PV pol inh FP z-score	PV pol inh
- CC(C)(C)CC(=O)NCc1ccc(F)cc1
  0.2	101.0
- CC(C)(C)NC(=O)NC(=O)CN1CCC(Cc2ccccc2)CC1
  -0.1	101.0
- Cc1ccc(NS(=O)(=O)c2cccc(C(=O)NC(C)(C)C)c2)c(C)c1
  0.9	104.0
- CC1CCc2nc(NC(=O)COc3ccc(C(C)(C)C)cc3)sc2C1 (stereo unspecified)
  -0.3	103.0

Next compounds.
Each structure is followed by: PV pol inh FP z-score	PV pol inh
- CCOC(=O)C1=C(CNc2cccnc2)NC(=O)NC1c1ccccc1 (stereo unspecified)
  -1	100.0
- COc1ccc(CNc2nc(-c3cccnc3)nn2S(C)(=O)=O)cc1
  0	102.0
- CCOC(=O)c1c(C)n(-c2ccccc2)c2ccc(OC(=O)COc3ccccc3)cc12
  0.9	107.0
- COc1ccc(OCCOC(=O)c2cccs2)cc1
  0.6	105.0
- COc1ccc(S(=O)(=O)c2c(SC)nn(C)c2N)cc1
  -0.1	101.0
- COC(=O)C1=C(NC(=O)c2cccc(C)c2)CCS1
  -0.2	101.0
- COc1ccc(OC)c(C(=O)COC(=O)c2ccco2)c1
  -0.5	99.0
- O=C(Cn1cnc2c(cnn2CCO)c1=O)c1ccc(Cl)cc1
  0.1	103.0
- Cc1ccc(C)c(CN2C(=O)c3ccccc3S(=O)c3ccc(C(=O)NCCc4ccc(Cl)cc4)cc32)c1 (stereo unspecified)
  -0.4	102.0
- O=C(N/N=C/c1ccccn1)NC12CC3CC(CC(C3)C1)C2
  0.3	101.0
- CCS(=O)(=O)c1ccc(O)c(NC(=O)Nc2ccccc2)c1
  -0.5	97.0
- O=C(NCC(=O)N1CCN(C2CCS(=O)(=O)C2)CC1)c1ccc2c(c1)OCO2 (stereo unspecified)
  0.1	101.0
- C[C@@H](O)[C@H]1C(=O)N2C(C(=O)O)=C(S[C@@H]3CN[C@H](C(=O)N(C)C)C3)[C@H](C)[C@H]12
  1.2	102.0
- O=C(O)C1C2C=CC(O2)C1C(=O)Nc1ccc(S(=O)(=O)N2CCc3ccccc32)cc1 (stereo unspecified)
  1.8	103.0
- O=C(CN1CCN(C(=O)c2ccc(-c3ccccc3)cc2)CC1)N1CCCC1
  -0.2	102.0
- N#Cc1nc(N2CCCC2)nc(N(c2ccccc2)c2ccccc2)n1
  0.5	107.0
- O=C(Nc1nccs1)C1CC1
  0.2	103.0
- Cc1onc(-c2c(Cl)cccc2Cl)c1NC(=O)N1CCOCC1
  0	102.0
- CCOC(=O)c1ccccc1NC(=O)CCOc1ccccc1
  0.1	103.0
- CCc1ccc(C2=CC(c3cccc(Br)c3)n3nnnc3N2)cc1 (stereo unspecified)
  0.7	109.0
- Cc1ccc(NS(=O)(=O)c2c(C(C)C)cc(C(C)C)cc2C(C)C)cc1
  -0.3	101.0
- CCN(CC)CCNc1nc(C)cc(C)n1
  0.3	102.0
- NC(=O)C1CCN(CN2C(=O)c3ccccc3C2=O)CC1
  0.4	105.0

An excerpt (hit frequency here may not be typical).
